Pf Dd2 inh – blocks growth of Plasmodium falciparum Dd2 parasites. activity change, % at 10 µM. P. falciparum Dd2 growth, SYBR Green, 72 h; active compounds read low. 2.3% of 94,000 active; in the data active = activity change below about -80%; inconclusive = no clear call, values can overlap the other calls
C diff HTS – blocks growth of Clostridium difficile | growth activity, negative = inhibition, % at 16 µg/mL (by protocol) | Clostridium difficile clinical isolate growth, OD600, 24 h; active compounds read low | AID 1259249 | 0.25% of 86,000 active;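 active = mean growth activity at or below -80% and every replicate also at or below -80%; inconclusive = mean at or below -80% but some replicate above -80%; inactive = mean growth activity above -80%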;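 note: 0% = DMSO wells and -100% = levofloxacin 16 µg/mL wells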
GASC1 inh – KDM4C (human) demethylase inhibition | Q9H3R0 | GST-KDM4C 2-372, H3K9me3 peptide, LANCE TR-FRET | inhibition, % at 12.5 µM | 0.15% of 96,000 active;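 active = mean replicate inhibition above about 25%, with at least 55% of replicates also reaching it, limit read from the data, passing the limit was not always enough; inconclusive = only one of those two conditions met; inactive = neither condition met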
Target sequence (Q9H3R0 2-372 limits assumed): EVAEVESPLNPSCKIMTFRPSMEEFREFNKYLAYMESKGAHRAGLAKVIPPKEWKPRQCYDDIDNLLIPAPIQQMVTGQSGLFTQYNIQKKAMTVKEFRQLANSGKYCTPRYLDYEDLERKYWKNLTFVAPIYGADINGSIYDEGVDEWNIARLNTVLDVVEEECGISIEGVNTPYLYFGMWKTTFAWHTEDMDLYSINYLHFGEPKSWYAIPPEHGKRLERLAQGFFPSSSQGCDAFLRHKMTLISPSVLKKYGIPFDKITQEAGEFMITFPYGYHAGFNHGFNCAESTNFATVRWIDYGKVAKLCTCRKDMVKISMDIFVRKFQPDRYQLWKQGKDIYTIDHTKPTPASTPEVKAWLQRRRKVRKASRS
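System: N-terminal GST-fused human GASC-1 (KDM4C) fragment, residues 2-372 / Amount: 10 nM GST-KDM4C in enzyme reaction / Also added: H3K9me3 peptide with Fe(II)/2OG / Times: 30 min demethylation and 1 h detection at room temperature / Signal: LANCE TR-FRET / Read-out basis: Fall in 671/618 emission ratio as inhibition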
Tcruzi prolif – inhibitors of T. cruzi proliferation; T. cruzi beta-gal in NIH3T3, GalScreen luminescence, 90 h; inhibition, % at 8.34 µM; 5.9% of 77,000 active;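 active = mean inhibition above about 93%, with at least 55% of replicates each passing it, limit read from the data, passing the limit was not always enough; inconclusive = only one of those two conditions holds; inactive = neither condition holds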
* marks the source's active call; other numbers are inactive results; ? = inconclusive; nt = not tested or not shown; & = joins results of further samples; ! = not active in a repeat. This is a random part of the collection; about 6.7% have a hit in one of these screens.

Preview:
Results follow in this order: Pf Dd2 inh, C diff HTS, GASC1 inh, Tcruzi prolif
1	O=C(C[C@H]1C=C[C@@H](NC(=O)C2CCC2)[C@H](CO)O1)NCCCN1CCOCC1
→ 33, nt, -2.6, 34
2	COc1ccccc1S(=O)(=O)Nc1ccc2c(c1)C(=O)N(C)C[C@@H](OC)[C@@H](C)CN[C@@H](C)CO2
→ 18, nt, -0.9, 25
3	C[C@@H]1CCCCO[C@H](CN(C)C(=O)NC2CCCCC2)[C@H](C)CN([C@@H](C)CO)C(=O)c2cc(NC(=O)C3CCCCC3)ccc2O1
→ -67, 7, 0.0, 78
4	CO[C@@H]1CN(C)C(=O)c2cc(NS(C)(=O)=O)ccc2OC[C@@H](C)N(CC2CCCCC2)C[C@@H]1C
→ 12, nt, -0.1, 4
5	CCCNC(=O)N1[C@H](CO)[C@H](c2ccccc2)[C@@H]1C#N
→ 35, -3, -1.2, 21
6	CO[C@@H]1CN(C)C(=O)c2ccc(NC(=O)NC(C)C)cc2OC[C@H](C)N(C(=O)CN(C)C)C[C@H]1C
→ 14, nt, 0.1, 42
7	CO[C@H]1CN(C)C(=O)c2ccc(NS(=O)(=O)c3cn(C)cn3)cc2OC[C@@H](C)N(CC2CC2)C[C@@H]1C
→ 28, nt, 1.4, -27

This part in full, from the first entry:
Results follow in this order: Pf Dd2 inh, C diff HTS, GASC1 inh, Tcruzi prolif
1	O=C(C[C@H]1C=C[C@@H](NC(=O)C2CCC2)[C@H](CO)O1)NCCCN1CCOCC1
→ 33, nt, -2.6, 34
2	COc1ccccc1S(=O)(=O)Nc1ccc2c(c1)C(=O)N(C)C[C@@H](OC)[C@@H](C)CN[C@@H](C)CO2
→ 18, nt, -0.9, 25
3	C[C@@H]1CCCCO[C@H](CN(C)C(=O)NC2CCCCC2)[C@H](C)CN([C@@H](C)CO)C(=O)c2cc(NC(=O)C3CCCCC3)ccc2O1
→ -67, 7, 0.0, 78
4	CO[C@@H]1CN(C)C(=O)c2cc(NS(C)(=O)=O)ccc2OC[C@@H](C)N(CC2CCCCC2)C[C@@H]1C
→ 12, nt, -0.1, 4
5	CCCNC(=O)N1[C@H](CO)[C@H](c2ccccc2)[C@@H]1C#N
→ 35, -3, -1.2, 21
6	CO[C@@H]1CN(C)C(=O)c2ccc(NC(=O)NC(C)C)cc2OC[C@H](C)N(C(=O)CN(C)C)C[C@H]1C
→ 14, nt, 0.1, 42
7	CO[C@H]1CN(C)C(=O)c2ccc(NS(=O)(=O)c3cn(C)cn3)cc2OC[C@@H](C)N(CC2CC2)C[C@@H]1C
→ 28, nt, 1.4, -27
8	C[C@@H]1CN([C@@H](C)CO)C(=O)c2cc(N(C)C)ccc2O[C@@H](C)CCCCO[C@@H]1CN(C)S(=O)(=O)c1cccs1
→ -16&-8, 2&7, 0.2, 106*!
9	O=C(C[C@@H]1CC[C@H](NS(=O)(=O)c2ccc(F)cc2)[C@H](CO)O1)NCCc1ccncc1
→ 10, 1, 1.3, -16
10	C[C@H]1CN([C@@H](C)CO)S(=O)(=O)c2ccc(-c3ccc(C#N)cc3)cc2O[C@@H]1CN(C)C(=O)Nc1cc(F)ccc1F
→ -60, 6, -1.0, 108*
11	COc1ccc(NC(=O)N[C@@H]2CC[C@@H](CC(=O)NC3CCCCC3)O[C@@H]2CO)cc1
→ -7, 1, -0.8, nt
12	COc1ccc2c3c([nH]c2c1)[C@H](CO)N(C(=O)C1CC1)CC31CN(Cc2cccc(F)c2)C1
→ -20, -4, 0.7, nt
13	C[C@@H]1CN([C@H](C)CO)C(=O)c2cc(NS(=O)(=O)c3cn(C)cn3)ccc2O[C@@H](C)CCCCO[C@@H]1CN(C)C(=O)c1ccncc1
→ 36, 0, -0.4, nt
14	CCN1[C@@H]2c3ccc(-c4ccc(OC)cc4)c(=O)n3C[C@H]1[C@H](CO)[C@H]2C(=O)NCC1CC1
→ -3, -1, -1.2, 18
15	CC(C)NC(=O)N(C)C[C@H]1OCCCC[C@@H](C)Oc2ccc(NC(=O)CCC(F)(F)F)cc2C(=O)N([C@H](C)CO)C[C@H]1C
→ -16, -1, 0.5, 57
16	O=C(C[C@@H]1C=C[C@@H](NC(=O)c2ccccc2)[C@H](CO)O1)Nc1ccc(-c2ccccc2)cc1
→ 3, 8, 0.7, -48
17	COc1ccc(C#Cc2ccc3c(c2)[C@@H]2[C@@H](CCN2C(=O)C2CCCC2)[C@@H](CO)N3)cc1
→ ?, 29, -2.7, nt
18	CCCNC(=O)N1C[C@H](O)COC[C@@H]2O[C@H](CC(=O)OC)CC[C@H]21
→ 26, 5&-4, -2.4, nt
19	O=C(C1CCCCC1)N1CC(=O)N2[C@H](CO)[C@@H](c3ccc(C#CCc4ccccc4)cc3)[C@@H]2C1
→ -83*, -5, -0.6, nt
20	CC(C)NC(=O)N(C)C[C@@H]1Oc2ccc(NC(=O)Nc3ccccc3)cc2C(=O)N([C@H](C)CO)C[C@H]1C
→ 48, -11, -1.9, -14
21	C[C@H](NC(=O)[C@H]1[C@H](CO)[C@H]2Cn3c(ccc(C4=CCCC4)c3=O)[C@H]2N1C)c1ccccc1
→ 5, 3, 18, 33
22	Cc1noc(C)c1NC(=O)Nc1ccc2c(c1)C(=O)N([C@H](C)CO)C[C@H](C)[C@H](CN(C)Cc1ccc(Cl)c(Cl)c1)O2
→ 12, -1, 10, -45
23	CN(C)CC(=O)N[C@H]1CC[C@@H](CC(=O)NCc2ccccc2F)O[C@@H]1CO
→ 13, 18, 0.8, -37
24	C[C@@H]1CN([C@@H](C)CO)C(=O)c2cc(NC(=O)C3CCCCC3)ccc2O[C@H]1CN(C)Cc1ccc(Oc2ccccc2)cc1
→ -45, 12, -1.1, 109
25	CCCC(=O)Nc1ccc2c(c1)OC[C@H](C)N(C)C[C@H](C)[C@@H](OC)CN(C)C2=O
→ 21, -1, -1.3, nt
26	C[C@H](CO)N1C[C@H](C)[C@@H](CN(C)C)Oc2ccc(NC(=O)CCC(F)(F)F)cc2CC1=O
→ 13, 0, 1.0, nt
27	CCCC#Cc1ccc2c(c1)O[C@@H](CN(C)C(=O)C1CC1)[C@@H](C)CN([C@@H](C)CO)S2(=O)=O
→ -36, 2, -0.3, 61
28	Cc1noc(C)c1NC(=O)N(C)C[C@H]1Oc2ccc(NC(=O)Cc3cn(C)c4ccccc34)cc2C(=O)N([C@@H](C)CO)C[C@@H]1C
→ 14, nt, -1.7, -133
29	C[C@H]1CCCCO[C@@H](CN(C)Cc2ccc(C(=O)O)cc2)[C@@H](C)CN([C@@H](C)CO)C(=O)c2cc(NS(=O)(=O)c3cn(C)cn3)ccc2O1
→ 50, 5, 19, 12
30	N#C[C@H]1[C@H](c2ccc(C3=CCCCC3)cc2)[C@@H](CO)N1C(=O)CN1CCOCC1
→ 13, 1, 0.6, 42
31	Cc1noc(C)c1NC(=O)N(C)C[C@H]1Oc2c(NC(=O)c3ccncc3)cccc2C(=O)N([C@H](C)CO)C[C@@H]1C
→ 24, nt, 0.0, -110
32	CCCNC(=O)N(C)C[C@H]1Oc2ncc(C#CCC(C)C)cc2C(=O)N([C@@H](C)CO)C[C@H]1C
→ -2, 4, -2.2, -55
33	CN(C)CC(=O)Nc1ccc2c(c1)[C@H]1C[C@@H](CC(=O)NCCc3ccccc3)O[C@H](CO)[C@H]1O2
→ -4, -5, 6.2, nt
34	C[C@H]1CN([C@@H](C)CO)C(=O)c2cccc(NC(=O)c3ccncc3)c2O[C@H]1CN(C)Cc1ccc(C(=O)O)cc1
→ 25, 3&-1, -0.1, nt
35	CC(C)NC(=O)N(C)C[C@H]1Oc2ccc(NC(=O)Cc3ccccc3)cc2C(=O)N([C@@H](C)CO)C[C@@H]1C
→ 16, 5, -0.9, nt
36	Cc1noc(C)c1NC(=O)Nc1ccc2c(c1)C(=O)N([C@H](C)CO)C[C@@H](C)[C@H](CN(C)Cc1ccc(C(=O)O)cc1)OCCCC[C@H](C)O2
→ 6, nt, 0.2, 21
37	C[C@@H]1CCCCO[C@@H](CN(C)Cc2ccccc2)[C@@H](C)CN([C@H](C)CO)C(=O)c2cc(NS(=O)(=O)c3ccc(F)cc3)ccc2O1
→ 5, 3, 0.4, -22
38	CO[C@@H]1CN(C)C(=O)c2cc(NC(=O)C3CC3)ccc2OC[C@@H](C)N(C(=O)C2CCOCC2)C[C@H]1C
→ 23, -3, 0.1, 1
39	O=C(C[C@@H]1C[C@H]2c3cc(NC(=O)Cc4ccncc4)ccc3O[C@H]2[C@H](CO)O1)NCCN1CCCCC1
→ 19, -2, -1.9, -35
40	COCC#Cc1ccc2c(c1)O[C@@H](CN(C)C(=O)NC(C)C)[C@H](C)CN([C@@H](C)CO)S2(=O)=O
→ nt, -7, 0.3, 30
41	C[C@@H]1CN([C@H](C)CO)C(=O)CCCn2nncc2CO[C@H]1CN(C)C(=O)c1ccc2ccn(C)c2c1
→ 0&7, 1&0, 1.1, -11&-2
42	CC=Cc1ccc2n(c1=O)C[C@@H]1[C@@H](CO)[C@H](C(=O)N3CCc4ccccc4C3)[C@H]2N1Cc1ccncc1 (mixture of isomers)
→ 20, -4, -1.3, 64
43	C[C@@H]1CN([C@@H](C)CO)C(=O)c2cccc(NC(=O)c3ccncc3)c2O[C@H]1CN(C)C(=O)Nc1ccccc1
→ 3, 8&-5, -1.1, nt
44	O=C(N[C@H]1CC[C@@H](CCNS(=O)(=O)Cc2ccccc2)O[C@@H]1CO)c1ccccc1F
→ -13, nt, 1.5, -14
45	C[C@@H]1CN([C@H](C)CO)C(=O)c2cc(C3=CCCC3)cnc2O[C@@H]1CN(C)C(=O)c1ccccc1
→ -14, 16, 1.7, -14
46	CO[C@H]1CN(C)C(=O)c2ccc(NS(=O)(=O)c3ccccc3C)cc2OC[C@@H](C)NC[C@H]1C
→ 27, nt, 0.2, -16
47	CCC(=O)Nc1ccc2c(c1)OC[C@@H](C)N(CCc1ccccc1)C[C@@H](C)[C@H](OC)CN(C)C2=O
→ -54, nt, 1.6, 50
48	C[C@H]1CN([C@@H](C)CO)C(=O)c2cccc(NS(=O)(=O)c3ccc(Cl)cc3)c2O[C@H]1CN(C)Cc1ccc2c(c1)OCO2
→ -5, 19&2, -0.1, nt
49	C[C@H]1CN([C@@H](C)CO)C(=O)Cc2cc(NC(=O)Cc3cn(C)c4ccccc34)ccc2O[C@H]1CN(C)Cc1ccccc1
→ -63, -14, -13, 83
50	C[C@@H]1CCCCO[C@@H](CN(C)C(=O)C2CCCCC2)[C@H](C)CN([C@@H](C)CO)C(=O)c2cc(NS(=O)(=O)c3ccc(F)cc3)ccc2O1
→ 19, 11, 0.2, 69
51	O=C(NCC1CCCCC1)[C@@H]1[C@@H](CO)[C@@H]2Cn3c(ccc(C4=CCCC4)c3=O)[C@H]1N2C(=O)CC1CC1
→ -18, -2, -2.1, 76
52	C[C@H]1CN([C@@H](C)CO)C(=O)c2cc(NC(=O)C3CCCCC3)ccc2O[C@H]1CN(C)C(=O)Nc1ccc(F)cc1
→ -23, 3, -0.9, 1
53	CC(C)CC#Cc1cnc2c(c1)C(=O)N([C@@H](C)CO)C[C@H](C)[C@@H](CN(C)CC1CCOCC1)O2
→ 16, 0, 0.5, 51
54	CCCNC(=O)Nc1ccc2c(c1)C(=O)N(C)C[C@H](OC)[C@H](C)CN(C)[C@H](C)CO2
→ -10, 4, 1.3, -58
55	O=C(CN1CCOCC1)NCC[C@@H]1CC[C@@H](NC(=O)c2ccccc2F)[C@@H](CO)O1
→ 14, nt, -0.1, -10
56	C[C@H](CO)N1C[C@H](C)[C@@H](CN(C)Cc2ccc(-c3ccccc3)cc2)Oc2c(NC(=O)C3CC3)cccc2C1=O
→ -69, 11, 1.3, 91
57	Cc1ccc(-c2ccc3c(c2)O[C@@H](CN(C)C(=O)C2CCCCC2)[C@@H](C)CN([C@@H](C)CO)S3(=O)=O)cc1
→ -67, nt, -3.1, 125*
58	COc1ccccc1NC(=O)N1CC(=O)N2[C@H](CO)[C@@H](c3ccc(C#Cc4ccc(F)cc4)cc3)[C@@H]2C1
→ -16, 11, -2.7, nt
59	C[C@@H]1CCCCO[C@H](CN(C)C(=O)Nc2ccc(C(F)(F)F)cc2)[C@@H](C)CN([C@H](C)CO)C(=O)c2cc(NC(=O)CCC(F)(F)F)ccc2O1
→ -49, 4, -2.1, 107
60	COc1ccc(S(=O)(=O)Nc2ccc3c(c2)C(=O)N([C@@H](C)CO)C[C@@H](C)[C@@H](CN(C)C(=O)CCCN(C)C)OCCCC[C@H](C)O3)cc1
→ 31, -4, 2.1, 16

Source: PubChem (Broad Institute)
